Screening data: PubChem BioAssay, National Center for Advancing Translational Sciences (NCATS)
BAZ2B block: inhibitors of human BAZ2B bromodomain; Potency, µM (top dose mostly 114 µM), for inactives: at the highest dose activity change, negative = inhibition, most hits filed as inhibitors; Q9UIF8; 360,000 compounds, 4.4% hits; AlphaScreen BAZ2B-H3K14Ac peptide displacement; AID 504333; note: nearly all actives have a fitted effect of over 60% in size
Target sequence (Q9UIF8 whole entry, looked up): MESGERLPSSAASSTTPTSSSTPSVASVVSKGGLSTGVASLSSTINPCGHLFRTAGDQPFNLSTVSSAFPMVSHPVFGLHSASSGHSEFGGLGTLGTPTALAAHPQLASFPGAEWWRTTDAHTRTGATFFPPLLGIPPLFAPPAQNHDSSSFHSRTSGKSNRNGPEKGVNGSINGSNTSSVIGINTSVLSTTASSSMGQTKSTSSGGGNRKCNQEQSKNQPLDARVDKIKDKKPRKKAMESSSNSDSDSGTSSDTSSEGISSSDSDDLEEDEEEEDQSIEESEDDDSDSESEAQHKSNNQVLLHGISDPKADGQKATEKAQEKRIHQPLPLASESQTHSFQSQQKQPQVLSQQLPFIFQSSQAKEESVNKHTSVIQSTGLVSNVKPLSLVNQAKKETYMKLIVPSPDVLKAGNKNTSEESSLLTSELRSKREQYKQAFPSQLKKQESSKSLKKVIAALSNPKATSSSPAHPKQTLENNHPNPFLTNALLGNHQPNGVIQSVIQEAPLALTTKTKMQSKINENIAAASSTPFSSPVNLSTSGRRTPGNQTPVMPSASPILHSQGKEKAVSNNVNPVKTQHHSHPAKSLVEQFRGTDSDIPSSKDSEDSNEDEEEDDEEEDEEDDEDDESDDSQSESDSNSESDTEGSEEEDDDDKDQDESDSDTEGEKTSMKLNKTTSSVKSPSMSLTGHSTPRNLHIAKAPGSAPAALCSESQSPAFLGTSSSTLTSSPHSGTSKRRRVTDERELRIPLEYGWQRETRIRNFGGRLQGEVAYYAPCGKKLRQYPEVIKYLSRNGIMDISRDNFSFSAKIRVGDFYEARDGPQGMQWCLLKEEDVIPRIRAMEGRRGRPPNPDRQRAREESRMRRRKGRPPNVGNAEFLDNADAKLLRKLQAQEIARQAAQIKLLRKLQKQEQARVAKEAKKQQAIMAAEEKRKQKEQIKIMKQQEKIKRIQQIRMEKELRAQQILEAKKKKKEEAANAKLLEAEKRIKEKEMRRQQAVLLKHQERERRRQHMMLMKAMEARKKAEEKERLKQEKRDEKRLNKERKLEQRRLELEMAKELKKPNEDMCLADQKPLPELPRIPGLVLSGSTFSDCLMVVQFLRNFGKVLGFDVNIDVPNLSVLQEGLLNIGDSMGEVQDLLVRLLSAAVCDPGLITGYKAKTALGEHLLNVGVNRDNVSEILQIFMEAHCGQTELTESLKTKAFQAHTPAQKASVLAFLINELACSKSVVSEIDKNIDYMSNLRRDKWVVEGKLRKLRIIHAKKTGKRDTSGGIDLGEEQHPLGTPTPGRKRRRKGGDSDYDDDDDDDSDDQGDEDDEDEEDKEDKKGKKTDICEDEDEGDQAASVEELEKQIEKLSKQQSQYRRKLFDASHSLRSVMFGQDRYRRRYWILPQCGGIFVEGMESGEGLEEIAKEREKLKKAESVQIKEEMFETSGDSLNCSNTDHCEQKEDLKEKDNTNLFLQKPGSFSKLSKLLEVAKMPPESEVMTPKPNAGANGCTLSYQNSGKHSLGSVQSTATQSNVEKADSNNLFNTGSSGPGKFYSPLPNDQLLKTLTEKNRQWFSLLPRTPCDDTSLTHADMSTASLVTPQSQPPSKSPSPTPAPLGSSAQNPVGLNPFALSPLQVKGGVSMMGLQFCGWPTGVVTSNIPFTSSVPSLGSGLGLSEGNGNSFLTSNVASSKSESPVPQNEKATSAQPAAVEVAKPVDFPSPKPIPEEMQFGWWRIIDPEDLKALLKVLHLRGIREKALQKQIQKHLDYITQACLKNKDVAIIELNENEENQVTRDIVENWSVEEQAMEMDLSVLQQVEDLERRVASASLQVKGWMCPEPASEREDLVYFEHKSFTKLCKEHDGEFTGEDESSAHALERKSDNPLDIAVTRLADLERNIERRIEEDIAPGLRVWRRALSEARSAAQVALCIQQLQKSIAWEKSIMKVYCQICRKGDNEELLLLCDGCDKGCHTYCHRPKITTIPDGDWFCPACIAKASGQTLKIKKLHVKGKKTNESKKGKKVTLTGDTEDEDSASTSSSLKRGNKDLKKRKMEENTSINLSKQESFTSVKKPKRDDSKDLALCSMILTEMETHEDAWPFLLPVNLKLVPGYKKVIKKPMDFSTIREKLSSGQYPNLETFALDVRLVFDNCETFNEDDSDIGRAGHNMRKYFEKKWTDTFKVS
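Complex of BAZ2B and biotin-H3K14Ac (50 nM apiece) forms over 30 min at RT, then faces library compounds up to 110 uM for another 30 min; AlphaScreen beads added, 20 min dark incubation, luminescence read.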
BLM helicase inh: blocks DNA unwinding by human BLM helicase | P54132 | recombinant BLM DNA unwinding, fluorescence dequenching | Potency, µM (series often up to 56.1 µM), for the others: top-dose activity change, negative = inhibition, actives largely listed as inhibitors | 350,000 compounds, 0.2% hits | AID 2528;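 note: plate controls were vehicle for no effect and no enzyme for full effect; nearly all actives have a fitted effect of over 35% in size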
G9a inh: inhibitors of human histone lysine methyltransferase G9a; Q96KQ7; G9a H3K9 monomethylation, AlphaScreen, 2 h; Potency, µM (top dose mostly 102 µM), for the others: at the highest dose activity, negative = inhibition, hits mostly inhibitors; 350,000 compounds, 8.8% hits; AID 504332; note: nearly all actives have a fitted effect of over 75% in size
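AlphaScreen detection with an anti-monomethyl H3K9 antibody quantified product after a 2 h room-temperature reaction containing 500 nM biotinylated H3K9 peptide, 20 µM SAM and 20 nM enzyme, which had been preincubated 15 min with compound.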
An asterisk follows results filed as active; ? = inconclusive; & = joins results of further samples; [ ] = dose if it differs, or a comment. Calls come from the whole dose curve; as a rule, active = well fitted curve in the direction sought with a large enough effect; inconclusive = small, poorly fitted or top-dose-only effect, or another doubt; inactive = no such curve, though single readings can be large; an effect the other way counts as inactive or inconclusive. Unless noted, % is set by controls: 0 for no effect and ±100 for the full control effect; potency is the fitted concentration of half-maximal effect. These rows are one share of the data; count on the stated rates, not on these rows.

SMILES	BAZ2B block	BLM helicase inh	G9a inh
CN(C)c1ccc(/C=N/NC(=O)c2ccc(CN3C(=O)c4cccc5cccc3c45)cc2)cc1	-22%	0%	8%[59 µM]
O=S(=O)(Nc1ncccn1)c1ccc(NC(=S)Nc2cccc(Cl)c2)cc1	-13%	-14%	-30%
Brc1ccc(Nc2nc3ccccc3n3nnnc23)cc1	1%	-3%	20%[59 µM]
Cc1cc(C)cc(NC(=O)Cn2c(SCc3cc(C)ccc3C)nc3ccncc32)c1	-8%	-2%	?
Cc1cc(C)c2c(=O)c(/C=C3\NC(=S)NC3=O)coc2c1	-23%	-6%	-24%
Cc1ccc(-c2ccc(/C=C(\C#N)C(=O)Nc3cc(C)nn3-c3ccccc3)o2)cc1	5%	-4%	15%[59 µM]
O=C1C2N=NN(CC(=O)N3N=C(c4ccccc4)CC3c3ccc([N+](=O)[O-])cc3)C2C(=O)N1c1ccccc1 (configuration not stated)	-17%	-2%	5%
COc1ccc(C2C(C(C)=O)=C(C)N=c3s/c(=C/c4ccc5c(c4)OCO5)c(=O)n32)cc1 (configuration not stated)	-39%	-7%	-33%[12.7 µM]
Cc1cccc(NC(=O)CSc2nc3[nH]ncc3c(=O)n2-c2ccccc2)c1	-29%	5%	-8%
N#Cc1ccc(COC(=O)c2ccccn2)cc1	-22%	1%	-18%
CCOCCCn1c(=N)c(C(=O)NCc2ccc3c(c2)OCO3)cc2c(=O)n3ccccc3nc21	-31%	-4%	?
COc1cc(/C=C2\SC(=S)NC2=O)ccc1OS(=O)(=O)c1ccccc1	45µM*	-17%	11µM*
Cc1ccc(NC(=O)OCc2cccs2)cc1	7%	-4%	39%
COc1cc(-c2nnc(COC(=O)c3c4c(nc5ccccc35)CCCC4)o2)cc(OC)c1OC	2%	-11%	2%
CCn1cc(C(=O)NNC(=O)c2ccc(Cl)cc2)c(=O)c2ccc(C)nc21	-35%	3%	-35%
C#CCOCCOCCOCCNc1nc(N2CCN(C(=O)Cn3cc(CCCCN)nn3)CC2)nc(N2CCN(C(=O)[C@H](C)n3cc(CCCN=C(N)N)nn3)CC2)n1	?	34%[activator]	28µM*
CCN(CC)CCCN1C(=O)C(O)=C(C(C)=O)C1c1cccc(OC)c1 (configuration not stated)	-3%	-2%	10%[12.7 µM]
Oc1c(C=Nc2cccc3cccnc23)sc2ccccc12	-34%	-11%	?
COc1ccc(N2CCN(Cc3cc(=O)oc4c3ccc3ccccc34)CC2)cc1	-3%	1%	-8%[59 µM]
CC(=O)C1=C(O)C(=O)N(Cc2ccccc2)C1c1ccc([N+](=O)[O-])cc1 (configuration not stated)	-6%	-12%	?
COC(=O)Cn1c(=NC(=O)c2nc3ccccc3s2)sc2cc(S(C)(=O)=O)ccc21	3%	-10%	?
COc1ccc(OC)c(CNCCNC(=O)c2ccco2)c1	56µM*	2%	?
COC(=O)C1=C(C)N(Cc2ccco2)C(=O)N[C@@H]1c1cccc(C(F)(F)F)c1	?	-1%&-3%	89µM*
Cc1ccc(S(=O)(=O)N2C(=S)SCC2(C)C)cc1	13%	-3%	15%[59 µM]
CCC1(C)OCC(Cn2c3ccccc3c3ccccc32)O1 (configuration not stated)	85%[activator]	-3%	69%[activator][59 µM]
COc1ccc(Cl)cc1C(=O)Nc1nc2ccc(S(C)(=O)=O)cc2s1	-6%	5%	-7%
CCOc1ncccc1C(=O)OCC(=O)Nc1cc(C(=O)OC)ccc1C(=O)OC	2%	-5%	?
CC(=O)Nc1ccc(Nc2ncnc3ccccc23)cc1	-22%	-2%	?
COc1ccccc1N/C(N)=N/c1nc(CSc2nc3ccccc3s2)cc(=O)[nH]1	-4%	-11%	-13%
CC(=O)OC[C@H]1O[C@H](C/C=N/OC[C@@H](O)[C@H]2O[C@@H]3OC(C)(C)O[C@@H]3[C@H]2O)C=C[C@@H]1OC(C)=O	-11%	0%	?
Cc1ccc(NC2=NC(c3ccco3)n3c(nc(C)cc3=O)N2)c(C)c1 (configuration not stated)	9%	0%	-5%
N#CC(C#N)=C1NC(N)=C(C#N)C(c2ccccc2)=C1C#N	?	-11%	3.5µM*
Cc1ccccc1-c1nnc2s/c(=C\c3ccc(N(C)C)cc3)c(=O)n12	9%	-2%	-2%
CCOc1ccc(C2C=C(c3ccccc3)Nc3ncnn32)cc1 (configuration not stated)	?	-6%	?
COc1cc(C2C(N3C(=O)c4ccccc4C3=O)C(=O)N2c2cccc(C)c2)cc(OC)c1OC (configuration not stated)	-8%	4%	-38%[59 µM]
Cc1cc(C(=O)CSc2nc3ccccc3c(=O)n2C)c(C)n1CC1CCCO1 (configuration not stated)	?	-1%	?

The last 2 entries of the section above are carried over, then new ones follow:
SMILES	BAZ2B block	BLM helicase inh	G9a inh
COc1cc(C2C(N3C(=O)c4ccccc4C3=O)C(=O)N2c2cccc(C)c2)cc(OC)c1OC (configuration not stated)	-8%	4%	-38%[59 µM]
Cc1cc(C(=O)CSc2nc3ccccc3c(=O)n2C)c(C)n1CC1CCCO1 (configuration not stated)	?	-1%	?
COc1ccc(CCN(C(=O)c2ccccc2)C2=CC3CCC(C2)N3C)cc1OC (configuration not stated)	-1%	6%	?
CN(C)CCCN1C(=O)C(=O)/C(=C(/O)c2ccccc2)C1c1ccccn1 (configuration not stated)	-1%	-1%	-65%
CNc1nc2c(c(=O)[nH]c(=O)n2C)n1CCOC	4%	0%	0%[59 µM]
CCC(Sc1nc2ccccc2c2nc3ccccc3n12)C(=O)NCc1ccco1 (configuration not stated)	4%	-3%	-8%
CC(=O)Nc1cccc(NC(=O)CSc2nnnn2-c2ccc3c(c2)OCO3)c1	-19%	-5%	?
CC(C(=O)N=Nc1c(O)n(C)c2ccc(Br)cc12)n1cnc2ccccc2c1=O (configuration not stated)	?	-4%	?
COC(=O)C(C#N)c1nc2ccccc2nc1N1CCN(Cc2ccc3c(c2)OCO3)CC1 (configuration not stated)	-24%	-4%	-49%[12.7 µM]
Cc1cc2c(cc1C)-c1nnc(-c3ccc4ccccc4n3)n1C(C)(C)C2	8%	0%	44%[12.7 µM]
CC(C(=O)Oc1ccc2c(c1)OCO2)N1C(=O)c2ccccc2C1=O (configuration not stated)	-2%	-1%	-7%[59 µM]
CN(C)CCCN=Cc1c(O)n(Cc2ccc3c(c2)OCO3)c(=O)c2ccccc12	?	-2%	?
CCCN(CCC)C(=O)c1c(C)[nH]c(C(=O)OCC)c1C	10%	0%	-16%
COc1cc(OC)c(-c2nn3c(-c4cccnc4)nnc3s2)cc1OC	8%	-7%	8%
COc1ccc2c(Cl)c(C(=O)NCC3CCCO3)sc2c1Cl (configuration not stated)	-3%	-1%	12%[59 µM]
O=C(O)c1cc(-c2cccs2)nc2ccc(Br)cc12	-3%	3%	?
CCOc1cc(/C=C(\C#N)C(=O)Nc2ccccc2[N+](=O)[O-])ccc1OCc1cccc2ccccc12	-11%	3%	-37%
O=C(NCCc1c[nH]c2ccccc12)[C@@H]1C[C@H]1[C@@H](NP(=O)(c1ccccc1)c1ccccc1)c1ccccc1	?	-4%&-11%	79µM*
O=C1OCC2=C1C(c1ccc(F)cc1)CC(=O)N2c1ccc(F)cc1 (configuration not stated)	1%	-4%	-5%[12.7 µM]
COc1ccc(/C=N/NC(=O)c2cccnc2)cc1Cn1nc([N+](=O)[O-])c(Br)c1C	-24%	3%	50µM*
CCC(=O)c1c(OCc2ccccc2)ccc2c(C)cc(=O)oc12	-4%	0%	-5%
CS(=O)(=O)/C(C#N)=C\c1cnc(S(=O)(=O)c2ccccc2)s1	50µM*	-5%	1µM*
O=C(COC(=O)c1cn(-c2ccccc2)nc1-c1ccccc1)c1ccc([N+](=O)[O-])cc1	?	-6%	2.5µM*
Cc1ccc(-n2[nH]c(C)c(/C=N/NC(=O)c3cccc([N+](=O)[O-])c3)c2=O)cc1C	-33%	0%	8%
O=C1CN(C(=O)COc2cccc(F)c2)c2ccccc2N1	-6%	3%	32%[59 µM]
CCc1ccc(/C=C2\SC(=S)N(CCC(=O)NC3=NCCS3)C2=O)cc1	-2%	0%	-32%

BAZ2B block: hit marks shown above
SMILES	BAZ2B block	BLM helicase inh	G9a inh
COc1cc(/C=C2\SC(=S)NC2=O)ccc1OS(=O)(=O)c1ccccc1	45µM*	-17%	11µM*
COc1ccc(OC)c(CNCCNC(=O)c2ccco2)c1	56µM*	2%	?
CS(=O)(=O)/C(C#N)=C\c1cnc(S(=O)(=O)c2ccccc2)s1	50µM*	-5%	1µM*

Other results follow.
SMILES	BAZ2B block	BLM helicase inh	G9a inh
Cc1nn(C)cc1CNC(=O)C1C2CCC(C2)C1C(=O)O (configuration not stated)	-6%	0%	-2%
Cc1ccc2oc(=O)c3cc(C(=O)Nc4cc(-c5cccc(F)c5)no4)sc3c2c1	7%	-3%	22%
O=[N+]([O-])c1ccc(-n2cccc2/C=N/Nc2nc(N3CCCCC3)nc(N3CCCCC3)n2)cc1	-24%	-3%	25%
CCC(=O)N1CCN(c2ccc(NC(=O)c3ccc(-c4ccccc4)cc3)cc2)CC1	12%	0%	7%[59 µM]
COc1ccc(N2CCn3c2nc2c3c(=O)n(CCCc3ccccc3)c(=O)n2C)cc1	8%	-5%	-34%
Cc1sc(/N=C/c2ccccc2O)c(C#N)c1C	5%	-2%	11%[59 µM]
O=c1c2c3c(sc2nc2sc(CN4CCCCC4)cn12)CCCC3	-6%	1%	6%
O=C(CSc1ccc(-c2cccs2)nn1)NCc1ccccc1Cl	?	-7%	-39%[59 µM]
COc1ccc(C)cc1NC(=O)C(Sc1ccccc1)c1ccccc1 (configuration not stated)	16%	-11%	-9%[59 µM]
CCOc1ccc(S(=O)(=O)Nc2ccc3c(c2)c2c(n3S(=O)(=O)c3ccc(OCC)cc3)CCCC2=O)cc1	0%	-2%	-13%[59 µM]
CC1=C(C#N)C(=O)N(C2CCS(=O)(=O)C2)C(=O)/C1=C\c1ccc(C)o1 (configuration not stated)	45µM*	?	20µM*
CSc1nnc2n(C3CCCCC3)c(=O)c3c4c(sc3n12)CCCC4	3%	-2%	5%[12.7 µM]
Cc1noc(/C=C/N(C)C)c1S(=O)(=O)N1CCCC(C(=O)NCc2ccc(F)cc2)C1 (configuration not stated)	-23%	-5%	4%
COc1cc(NS(=O)(=O)c2ccc(F)cc2)c(OC)cc1NC(=O)C1CC1	-7%	-3%	-18%[59 µM]
Cc1nc2ccccc2n1/C(=N/S(=O)(=O)c1ccc(Br)cc1)c1ccccc1	-2%	-1%	1%[59 µM]
CC(=NCc1ccncc1)C1=C(O)c2ccccc2C1=O	-29%	-5%	?
COc1ccc(C2C=C(c3cccs3)Nc3nc(CCCO)nn32)cc1 (configuration not stated)	?	0%	40µM*
CCOc1ccccc1N1CCN(C(=O)Nc2ccc(Cl)c(Cl)c2)CC1	?	-15%	-7%[0.501 µM]
CNC(=O)c1c(N)sc2c1CCCCC2	-10%	-6%	10µM*
Cc1cc(C)n2c(Nc3ccc4c(c3)OCCO4)c(-c3ccco3)nc2n1	?	-3%	50µM*
Cc1[nH]c2ccccc2c1/C=N/Nc1ccccn1	35µM*	-11%	?
O=C1C(=O)N(CCc2c[nH]c3ccccc23)C(c2cccnc2)/C1=C(/O)c1ccccc1 (configuration not stated)	-22%	4%	50µM*
c1ccc2c(N3CCCCC3)nnc(N3CCCCC3)c2c1	3%	-11%	-20%[59 µM]
CC(=O)N1CCN(CC(=O)O)CC1	6%	-13%	?

Entries above that contain a furan ring, fused or not:
SMILES	BAZ2B block	BLM helicase inh	G9a inh
Cc1ccc(-c2ccc(/C=C(\C#N)C(=O)Nc3cc(C)nn3-c3ccccc3)o2)cc1	5%	-4%	15%[59 µM]
COc1ccc(OC)c(CNCCNC(=O)c2ccco2)c1	56µM*	2%	?
COC(=O)C1=C(C)N(Cc2ccco2)C(=O)N[C@@H]1c1cccc(C(F)(F)F)c1	?	-1%&-3%	89µM*
Cc1ccc(NC2=NC(c3ccco3)n3c(nc(C)cc3=O)N2)c(C)c1 (configuration not stated)	9%	0%	-5%
CCC(Sc1nc2ccccc2c2nc3ccccc3n12)C(=O)NCc1ccco1 (configuration not stated)	4%	-3%	-8%
CC1=C(C#N)C(=O)N(C2CCS(=O)(=O)C2)C(=O)/C1=C\c1ccc(C)o1 (configuration not stated)	45µM*	?	20µM*
Cc1cc(C)n2c(Nc3ccc4c(c3)OCCO4)c(-c3ccco3)nc2n1	?	-3%	50µM*

(listing goes on)
SMILES	BAZ2B block	BLM helicase inh	G9a inh
Cc1cc(C)cc(Oc2ccccc2CO)c1	2%	-9%	37%
CCOCCOC(=O)COc1ccc(N2C(=O)c3ccccc3C2=O)cc1	17%	0%	28%
CC(=O)N1c2ccc(N=Cc3cc(Br)cc(Br)c3O)cc2CC1C (configuration not stated)	-1%	4%	1%[59 µM]
CCCCCCN(C(=O)CCCCCN1C(=O)NC(c2ccc(C3CCCCC3)cc2)C(C(=O)OCc2ccccc2)=C1C)C(C(=O)NCCCC)c1ccc(OCC(=O)OC)c(C(=O)OC)c1 (configuration not stated)	5%	-9%&-5%	4%[12.7 µM]
O=C1c2cccc3cccc(c23)C(=O)N1CCN1CCN(C(=S)Nc2ccc(F)cc2)CC1	3%	1%	14%[59 µM]
